# Assay outcomes from PubChem BioAssay.
# Salmonella PhoP GFP – PhoP regulon inhibitors, Salmonella typhi PhoP promoter GFP reporter, confirmatory (AID 1850); inhibition, % at 50 µM, or IC50 in µM where a hit was titrated; Salmonella Typhi PhoP-promoter GFP reporter, fluorescence, 4 h; higher % means a stronger effect; actives 0.33% (n = 310,000); in the data active = a potency from the dose series; inconclusive = inhibition mostly from about 25% at the one dose, without a potency; inactive = the rest, 99 in 100 with inhibition below about 19%;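 note: 0% = induced wells with vehicle and 100% = uninduced wells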
# M. tuberculosis – growth inhibition of non-replicating M. tuberculosis (AID 488890); Mycobacterium tuberculosis non-replicating, growth inhibition; higher % means a stronger effect; inhibition, % at 25 µM; hits with a dose series show IC50 in µM; actives 0.39% (n = 320,000); in the data active = a potency from the dose series; inconclusive = inhibition mostly from about 82% at the one dose, without a potency; inactive = the rest, 99 in 100 with inhibition below about 76%;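 note: plate controls were DMSO cells for no effect and high antibiotic wells for full effect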
# inhibitors of VEEV – inhibitors of VEEV TC-83 cytopathic effect, confirmation, Vero cells (AID 588727); Vero cells, VEEV TC-83 cytopathic effect inhibition; higher % means a stronger effect; inhibition, % at 20 µM, or IC50 in µM where a hit was titrated; actives 0.13% (n = 350,000); in the data active = a potency from the dose series; inconclusive = inhibition mostly from about 14% at the one dose, without a potency; inactive = the rest, 99 in 100 with inhibition below about 12%; note: strong numbers were not always called active
# H37Rv inhibition – M. tuberculosis growth inhibition, HTS (AID 449762) | M. tuberculosis H37Rv growth inhibition, 7H9 media; higher % means a stronger effect | one-dose inhibition, % at 25 µM; IC50 in µM for titrated hits | actives 0.59% (n = 330,000); in the data active = a potency from the dose series; inconclusive = inhibition above about 70% without an active follow-up result;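 note: bacterial growth assessed after seven days of incubation; strong numbers were not always called active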
# H1N1 NS1A inhibition – NS1A inhibition, H1N1 influenza, cell based functional assay (AID 504329); NS1A functional cell-based assay, percent inhibition; higher % means a stronger effect; inhibition, % at 12.5 µM; hits with a dose series show IC50 in µM; actives 0.3% (n = 340,000); in the data active = a potency from the dose series; inconclusive = inhibition above about 27% without an active follow-up result; note: strong numbers were not always called active
# inhibitors of VEEV 10K pilot screen – also measured in inhibitors of VEEV; calls as there; inhibition, %; measured here: 10K pilot screen inhibition
# Starred values were filed as active, the others as inactive; i = inactive; ? = inconclusive; . = not tested or not shown.
SMILES,Salmonella PhoP GFP,M. tuberculosis,inhibitors of VEEV,H37Rv inhibition,H1N1 NS1A inhibition,others
CCN(CC)S(=O)(=O)c1ccc(Cl)c(C(=O)OC2CC(C)OC2=O)c1 (configuration not stated),3.9%,-10.2%,0.2%,-6.5%,12.7%,
N#Cc1ccccc1Cn1c(=O)n(Cc2ccc(C(=O)NCc3ccco3)cc2)c(=O)c2sccc21,6.8%,.,3.2%,-3.3%,-2.1%,
CC(NC(=S)Nc1ccccc1Cl)C(c1cccs1)N1CCCC1 (configuration not stated),-5.9%,20.8%,0.9%,1.6%,-10.9%,inhibitors of VEEV 10K pilot screen=1.2
CCOC(=O)c1cc(-c2ccc([N+](=O)[O-])cc2)nc2c1c(=O)[nH]c(=O)n2Cc1ccccc1,4.2%,-7.3%,0.3%,2.7%,-3.8%,
Cc1nn(C)cc1S(=O)(=O)N1CCN(Cc2cccc(Cl)c2)CC1,1.9%,-3.9%,0.2%,-0.8%,-1.8%,
CC(=O)Nc1ccc(NC(=O)CN(c2cccc(C)c2)S(C)(=O)=O)cc1,-7.8%,-6.9%,2.2%,0.4%,-3.0%,
O=C(c1ccccc1F)N(Cc1ccccc1)Cc1ccccc1,2.2%,29.2%,0.6%,3.6%,-2.0%,
Cc1cc(C)n(C(=O)CN(C)S(=O)(=O)c2ccc([N+](=O)[O-])cc2)n1,3.8%,-9.2%,i,10.6%,6.8%,
OCc1nc2ccccc2n1CC(O)Cn1ccc2ccccc21 (configuration not stated),10.3%,19.2%,0.6%,-1.5%,-8.3%,
CCOC(=O)N1CCN(C(=O)CCCOc2ccccc2)CC1,-9.7%,-0.1%,1.6%,0.7%,-6.3%,
COc1ccc(C(=O)c2c[nH]c(C(=O)NCCCN3CCOCC3)c2)cc1,10.6%,-4.3%,0.2%,2.2%,-12.4%,
CCCNS(=O)(=O)c1cc(Cl)ccc1OC,0.8%,-5.4%,i,-1.2%,-3.0%,
COc1ccc(CCN(C)C2CCCN(S(=O)(=O)N(C)C)C2)cc1OC (configuration not stated),-0.9%,-54.6%,i,1.2%,-9.5%,
CC(C)NC(=O)c1ccccc1NC(=O)/C=C/c1ccc([N+](=O)[O-])cc1,-0.7%,6.1%,2.8%,9.9%,0.9%,
Cc1ccc(OCC(=O)Nc2nnc(S(=O)(=O)N3CCC(C)CC3)s2)cc1,-0.8%,14.3%,1.3%,1.2%,-1.6%,
CCCCCC(=O)Nc1ccc(C(=O)COC(=O)Cn2cnc3c2c(=O)n(C)c(=O)n3C)cc1,-2.7%,5.4%,2.1%,29.5%,1.1%,
c1ccc2c(c1)CNC1(CCCCC1)C2,-6.1%,-9.1%,1.2%,-10.6%,5.3%,
COCCN(Cc1ccccc1)C(=O)c1ccc2c(=O)n3c(nc2c1)CCC3,-1.2%,1.2%,i,1.0%,2.7%,
CC1CCc2c(sc(NC(=O)CCCn3cnc([N+](=O)[O-])n3)c2C(N)=O)C1 (configuration not stated),5.8%,-2.4%,1.0%,45.2%,-3.4%,
C/C(=N\N=C(/N)c1nonc1N)c1ccc2c(c1)OCO2,-4.7%,-5.7%,i,5.2%,-13.8%,
CCN(CC)C(=O)c1ccc(NC(=O)COc2ccc(-c3nn(C)c(=O)c4ccccc34)cc2)cc1,-5.3%,12.5%,7.7%,-0.1%,11.0%,
CN1C(=O)NC(c2ccccc2)C2=C1CN(c1ccc3ccccc3c1)C2=O (configuration not stated),-4.8%,-6.2%,8.1%,2.3%,7.3%,
O=C(COc1ccc(S(=O)(=O)NC2CCCCC2)cc1)NCc1ccccn1,-11.3%,-3.3%,i,7.8%,-4.2%,
COc1ccc(-c2nnc(SCC(=O)N3CCc4ccccc4C3)o2)cc1,0.6%,?,i,17.6µM*,-4.4%,
Nc1ncccc1OCc1ccc(Br)cc1,10.4%,30.0%,2.5%,-2.6%,2.6%,
# Additional structures follow:
SMILES,Salmonella PhoP GFP,M. tuberculosis,inhibitors of VEEV,H37Rv inhibition,H1N1 NS1A inhibition,others
CCCCC(=O)NC(c1ccc(N(C)C)cc1)c1ccc2cccnc2c1O (configuration not stated),-2.8%,-22.1%,11.5%,2.1%,24.9µM*,
CC(=O)N1CCOc2ccc(S(=O)(=O)N3CCC(C(=O)NCc4ccc(F)cc4)CC3)cc21,1.3%,-25.1%,0.8%,1.7%,3.2%,
NS(=O)(=O)c1cc(C(=O)OCC(=O)Nc2ccc3[nH]c(=O)[nH]c3c2)ccc1Cl,.,-12.2%,1.8%,-10.7%,-2.3%,
COC(=O)c1cc(C(=O)Nc2ccc(S(=O)(=O)NC(C)(C)C)cc2)cc([N+](=O)[O-])c1,-3.3%,1.6%,2.2%,-1.7%,0.7%,
CC(CN1CCN(C)CC1)OC(=O)c1ccc(F)cc1 (configuration not stated),-2.0%,-7.5%,1.1%,-5.0%,1.5%,
O=C(Nc1ccc2c(c1)C(=O)OC2)c1ccc(Cl)cc1Cl,12.3%,-11.9%,1.2%,-6.2%,3.5%,
COc1ccc(S(=O)(=O)N2CCOCC2)cc1NC(=O)c1ccc2c(c1)OCCO2,6.8%,7.6%,5.7%,2.3%,-0.1%,
O=C1NCCN(Cc2ccc(Cl)c(F)c2)C1CC(=O)N1CCCO1 (configuration not stated),-8.6%,-15.9%,0.4%,-0.4%,13.3%,inhibitors of VEEV 10K pilot screen=1.7
COc1cccc(NC(=O)[C@@H]2CCCN2C(=O)C2CCN(S(=O)(=O)c3ccc(C)cc3)CC2)c1,11.2%,42.0%,0.9%,-6.0%,19.0%,
O=C(O)Cc1ccc(C(=O)c2ccc(F)cc2)s1,-7.5%,-16.0%,2.0%,-7.7%,5.0%,
COCC(C)NC(=O)c1ccc(CN2CCc3ccccc3C2)cc1 (configuration not stated),-5.4%,4.0%,0.6%,-12.4%,5.3%,
COc1ccc(-c2csc(Nc3ccc(S(=O)(=O)Nc4cc(C)on4)cc3)n2)cc1,-12.6%,25.2%,1.6%,13.2%,3.9%,
CC(C)Cc1ccc(CN2CCCC(NC(=O)Cn3cnnn3)C2)cc1 (configuration not stated),-0.9%,41.4%,0.3%,11.5%,11.2%,
Cc1ccc(C)c(S(=O)(=O)Nc2cc3c4c(c2)CCC(=O)N4CCC3)c1,-0.1%,19.5%,6.1%,3.2%,4.5%,
O=C(N/N=C/c1ccccc1Cl)c1n[nH]c2c1CCCC2,-5.4%,12.7%,i,-2.4%,4.6%,
Cc1nc(-c2ccccc2)cc(-c2ccccc2)n1,5.4%,17.9%,1.7%,-4.8%,-12.0%,
Cc1cccc(-n2nc3c(c2NC(=O)c2ccc(S(=O)(=O)N4CCOCC4)cc2)CSC3)c1C,.,.,2.1%,.,3.8%,
COc1ccc(OCC(O)CNCc2ccco2)cc1 (configuration not stated),0.7%,-0.4%,0.5%,2.0%,9.0%,
COc1ccc(S(=O)(=O)N(CC(=O)NCc2ccccn2)Cc2ccccc2)cc1,8.9%,-8.3%,i,0.2%,4.7%,
COc1ccc(CC(=O)Nc2ccc(C(=O)NC(C)(C)C)cc2)cc1,8.3%,-12.8%,i,3.4%,-4.3%,
CCCC(=O)Nc1nc2ccc(C(=O)OCC)cc2s1,-21.3%,15.2%,5.1%,-1.4%,9.7%,
COc1ccccc1CCC(=O)NC1CCCN(c2ccc(C(F)(F)F)cn2)C1 (configuration not stated),2.2%,-7.5%,2.1%,0.6%,-3.5%,
COc1ccc(C=O)cc1COc1c(F)c(F)cc(F)c1F,-6.2%,9.8%,i,-2.2%,18.3%,inhibitors of VEEV 10K pilot screen=0.9
O=C(c1ccc(Cn2cc(Cl)cn2)o1)N1CCN(Cc2ccc3c(c2)OCO3)CC1,5.1%,-5.2%,0.9%,4.9%,-0.2%,
N#Cc1c(-c2ccccc2)cc(-c2ccccc2)nc1SCC(=O)O,-5.1%,-7.5%,i,3.1%,-2.8%,

# Brought forward from above: six entries, then new ones.
SMILES,Salmonella PhoP GFP,M. tuberculosis,inhibitors of VEEV,H37Rv inhibition,H1N1 NS1A inhibition,others
COc1ccc(CC(=O)Nc2ccc(C(=O)NC(C)(C)C)cc2)cc1,8.3%,-12.8%,i,3.4%,-4.3%,
CCCC(=O)Nc1nc2ccc(C(=O)OCC)cc2s1,-21.3%,15.2%,5.1%,-1.4%,9.7%,
COc1ccccc1CCC(=O)NC1CCCN(c2ccc(C(F)(F)F)cn2)C1 (configuration not stated),2.2%,-7.5%,2.1%,0.6%,-3.5%,
COc1ccc(C=O)cc1COc1c(F)c(F)cc(F)c1F,-6.2%,9.8%,i,-2.2%,18.3%,inhibitors of VEEV 10K pilot screen=0.9
O=C(c1ccc(Cn2cc(Cl)cn2)o1)N1CCN(Cc2ccc3c(c2)OCO3)CC1,5.1%,-5.2%,0.9%,4.9%,-0.2%,
N#Cc1c(-c2ccccc2)cc(-c2ccccc2)nc1SCC(=O)O,-5.1%,-7.5%,i,3.1%,-2.8%,
CCOc1ccc(C(=O)NC(C(=O)NCC(c2cccs2)N(C)C)C(C)C)cc1 (configuration not stated),.,-1.0%,0.3%,-4.0%,-2.5%,
CCc1noc(C)c1C(=O)N1CCC(CCC(=O)Nc2cccc(OC)c2)CC1,1.6%,-2.3%,i,5.3%,-7.8%,
CCOC(=O)C(NC(=O)CCl)(Nc1sc(C)c(CC)c1C#N)C(F)(F)F (configuration not stated),-4.5%,17.6%,1.5%,0.5%,12.1%,
Cc1c(C(=O)c2ccc(Cl)c([N+](=O)[O-])c2)c2ccccn2c1CCC#N,-3.1%,-1.3%,6.1%,3.0%,2.0%,
CCCCNC(=O)Cn1cnc2sc(C(=O)OCC)c(C)c2c1=O,5.3%,-2.6%,i,-5.5%,2.2%,
Cc1ccc(CNC(=O)CSc2ccsc2[N+](=O)[O-])cc1,13.3%,10.4%,2.2%,-0.5%,-9.2%,
O=C(NCCc1ccccc1)c1ccc2c(=O)[nH]c3c(C(=O)NCC4CCCO4)sc(=S)n3c2c1 (configuration not stated),20.5%,55.6%,10.0%,?,3.8%,
O=C(Oc1ccc(N(Cc2cccs2)C2=NS(=O)(=O)c3ccccc32)cc1)c1ccc(Cl)cc1,-10.2%,-1.8%,7.5%,2.9%,6.8%,
COC(=O)c1cc(-c2ccc3c(c2)OCO3)nc2ccccc12,2.3%,-3.5%,2.2%,-1.0%,-31.2%,
COc1ccc(C2c3ccc(O)cc3Oc3ncn(Cc4ccccc4)c(=N)c32)cc1OC (configuration not stated),-4.3%,14.2%,10.4%,-0.1%,-7.3%,
O=C(CN1C(=O)NC2(CCCc3ccccc32)C1=O)c1ccc(F)cc1 (configuration not stated),.,30.8%,i,-15.1%,-4.5%,
CN(C)CCOC(=O)c1sc2ccccc2c1Cl,34.7%,13.8%,1.2%,-0.4%,-18.0%,
COc1ccc(-c2cc3cccc(OC)c3oc2=O)cc1,8.1%,24.1%,1.8%,5.8%,-0.9%,
O=C(Nc1ncc(S(=O)(=O)c2ccc([N+](=O)[O-])cc2)s1)c1cccc2ccccc12,-1.9%,10.0%,7.6%,-5.8%,0.6%,
O=C(NCCc1ccc(Cl)cc1)C1CCN(C(=O)c2ccc(F)cc2)CC1,-3.8%,1.5%,i,1.8%,-26.4%,

# A run of entries of the results above, as a working copy:
SMILES,Salmonella PhoP GFP,M. tuberculosis,inhibitors of VEEV,H37Rv inhibition,H1N1 NS1A inhibition,others
CCN(CC)S(=O)(=O)c1ccc(Cl)c(C(=O)OC2CC(C)OC2=O)c1 (configuration not stated),3.9%,-10.2%,0.2%,-6.5%,12.7%,
N#Cc1ccccc1Cn1c(=O)n(Cc2ccc(C(=O)NCc3ccco3)cc2)c(=O)c2sccc21,6.8%,.,3.2%,-3.3%,-2.1%,
CC(NC(=S)Nc1ccccc1Cl)C(c1cccs1)N1CCCC1 (configuration not stated),-5.9%,20.8%,0.9%,1.6%,-10.9%,inhibitors of VEEV 10K pilot screen=1.2
